Screens deposited in PubChem by several laboratories.
GPR7 antag – GPR7 receptor antagonists, primary screen, cell-based, fluorescence, single concentration. Neuropeptides B/W receptor type 1 (Homo sapiens), P48145. GPR7-expressing cells, fluorescence antagonist assay. 290,000 compounds, 1.1% hits. inhibition, % at 4.4 µM; in the data active means inhibition above about 16%, passing the limit was not always enough;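 further: cells stimulated with the agonist NPW; 0% = agonist with vehicle and 100% = vehicle without agonist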
pCIP destab – p/CIP-EGFP fusion destabilizers, primary screen, fluorescence, F442A cells. 16 h. 290,000 compounds, 0.01% hits. decrease of EGFP signal, % at 10 µM;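 active means EGFP signal decrease of at least 30% at 10 µM or well 3 SD below plate mean, unless failing retest; inactive means the rest, including hits failing retest or dose response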; further: some compounds called inactive have numbers as strong as hits; many of its hits are not listed in these tables
VIM-2 inhibitor – VIM-2 metallo-beta-lactamase inhibitors, primary screen, biochemical, epi-absorbance readout, Pseudomonas aeruginosa enzyme; 290,000 compounds, 0.89% hits; AID 1527, 2009; inhibition, % at 5.6 µM; purified VIM-2, nitrocefin hydrolysis, epi-absorbance fluorescence;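 active means inhibition above the mean of all tested compounds plus 3 SD, cutoff set per screening run, cut at about 7.5% in these data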;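 further: red hydrolysis product quenches plate fluorescence so inhibitors raise well fluorescence; 0% = enzyme with DMSO and 100% = DMSO without enzyme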
IDE inh – human IDE inhibitors in live cells, primary screen, fluorescence polarization, HEK cells, FAbetaB substrate; 320,000 compounds, 0.41% hits; FAbetaB cleavage; inhibition, % at 5.59 µM;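 active means percent inhibition above the average of all tested compounds plus 3 SD, set per screening campaign, cut at about 16% in these data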;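 further: IDE supplied by intact live HEK cells; FP after avidin binding of uncleaved biotin substrate so inhibition keeps polarization high; 0% = DMSO wells and 100% = 60 µM reference IDE inhibitor Ii1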
Target sequence (P14735 whole entry, looked up): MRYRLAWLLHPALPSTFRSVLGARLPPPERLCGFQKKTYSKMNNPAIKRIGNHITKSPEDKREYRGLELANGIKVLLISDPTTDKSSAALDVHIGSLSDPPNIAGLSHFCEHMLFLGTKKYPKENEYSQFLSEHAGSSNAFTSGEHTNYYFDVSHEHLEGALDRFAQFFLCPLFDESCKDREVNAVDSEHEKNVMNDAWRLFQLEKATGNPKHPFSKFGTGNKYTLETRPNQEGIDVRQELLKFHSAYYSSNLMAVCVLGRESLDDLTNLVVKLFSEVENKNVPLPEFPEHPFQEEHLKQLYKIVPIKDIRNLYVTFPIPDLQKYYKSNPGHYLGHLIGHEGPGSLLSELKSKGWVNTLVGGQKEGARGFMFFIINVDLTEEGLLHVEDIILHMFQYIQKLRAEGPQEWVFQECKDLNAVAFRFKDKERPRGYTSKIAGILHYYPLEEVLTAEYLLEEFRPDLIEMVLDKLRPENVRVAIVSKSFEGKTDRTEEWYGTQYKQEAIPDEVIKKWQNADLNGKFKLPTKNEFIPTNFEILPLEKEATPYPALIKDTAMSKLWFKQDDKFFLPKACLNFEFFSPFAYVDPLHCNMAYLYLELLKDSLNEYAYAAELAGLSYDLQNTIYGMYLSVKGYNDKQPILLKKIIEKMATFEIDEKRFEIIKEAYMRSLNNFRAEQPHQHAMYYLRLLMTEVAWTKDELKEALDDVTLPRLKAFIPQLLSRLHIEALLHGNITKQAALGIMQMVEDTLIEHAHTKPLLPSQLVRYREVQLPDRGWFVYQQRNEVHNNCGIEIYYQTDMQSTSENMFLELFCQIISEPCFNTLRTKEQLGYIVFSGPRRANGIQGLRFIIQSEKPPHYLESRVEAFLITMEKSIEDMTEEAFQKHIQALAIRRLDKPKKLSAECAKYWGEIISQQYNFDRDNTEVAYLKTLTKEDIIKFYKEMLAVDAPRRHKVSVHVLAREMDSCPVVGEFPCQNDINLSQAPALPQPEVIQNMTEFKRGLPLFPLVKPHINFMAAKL
IDE act – human IDE activators in live cells, primary screen, fluorescence polarization, HEK cells, FAbeta-B substrate. activation, % at 5.96 µM. FAbeta-B cleavage; 0% vehicle, 100% cell-free pure enzyme wells. Insulin-degrading enzyme (Homo sapiens), P14735. 340,000 compounds, 0.073% hits. AID 493087, 2011;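 active means activation above the mean of all tested compounds plus 3 SD, set per screening campaign, cut at about 17% in these data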
IMP-1 inh – IMP-1 metallo-beta-lactamase inhibitors, primary screen, biochemical, epi-absorbance readout, Pseudomonas aeruginosa enzyme. purified IMP-1, nitrocefin hydrolysis, epi-absorbance fluorescence. inhibition, % at 5.6 µM. 290,000 compounds, 0.45% hits. AID 1556, 2009;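 active means inhibition above the mean plus 3 SD of all compounds in the same screening run, cut at about 4.5% in these data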;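 further: 0% = IMP-1 with DMSO and 100% = DMSO wells lacking enzyme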
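Material – recombinant IMP-1 enzyme, purified · Amount – IMP-1 0.2 nM before substrate addition · Medium – HEPES buffer pH 7.1 with ZnSO4 and Brij 35 · Timing – 25 °C, 15 min preincubation, 25 min reaction · Measured by – plate fluorescence quenching by hydrolysis product, ex 480/em 530 nm · Read-out – percent enzyme inhibition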
M18AAP inhibitor – PfM18AAP inhibitors, malaria aminopeptidase, primary screen, biochemical, QFRET, recombinant enzyme; AID 1822, 2009; H-Glu-NHMec fluorogenic cleavage; 290,000 compounds, 1.2% hits; M18 aspartyl aminopeptidase (Plasmodium falciparum 3D7); inhibition, % at 7.35 µM;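 active means inhibition above the campaign mean inhibition over all tested compounds plus 3 SD, cut at about 28% in these data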;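 further: 0% = plate median of test compound wells and 100% = 2 mM ZnCl2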
PHOSPHO1 block – PubChem AID 1565 | recombinant PHOSPHO1, absorbance phosphatase assay | inhibition, % at 13.3 µM | 290,000 compounds, 1.1% hits; in the data active means inhibition above about 60%
NALP1 inh – NALP1 inflammasome inhibitors in reconstituted yeast, colorimetric, S. cerevisiae, triplicate retest; 280,000 compounds, 0.61% hits; S. cerevisiae NALP1/ASC/caspase-1 growth, X-gal OD620, 72 h; inhibition, % at 10 µM; AID 2071, 2009; in the data active means inhibition mostly above about 24%, no sharp cut-off; inactive means mostly below about 32%; further: some compounds called inactive have numbers as strong as hits
Numbers without * were called inactive; . = no result given; & = joins results of further samples.

SMILES | GPR7 antag | pCIP destab | VIM-2 inhibitor | IDE inh | IDE act | IMP-1 inh | M18AAP inhibitor | PHOSPHO1 block | NALP1 inh
CSc1ccc(C2C(C#N)=C(N)Oc3cc4c(cc32)OCO4)cc1 (centres undefined) | -2 | 0 | -1.0 | 10 | 3 | -1.6 | 7 | -31 | 17
CC1CN(c2ccc(NC(=S)Nc3ccc(N4CC(C)OC(C)C4)cc3)cc2)CC(C)O1 (centres undefined) | -9 | -3 | -3.0 | 0 | 0 | -5.3 | 29* | -40 | .
Cc1cc(C)cc(C(=O)NC(CC(N)=O)c2ccc(NC3CCCC3)c([N+](=O)[O-])c2)c1 (centres undefined) | -4 | -7 | -1.0 | -5 | -2 | -0.1 | -6 | 4 | 15
COc1ccc2cc(S(=O)(=O)n3cnc(C)c3)ccc2c1 | 9 | -10 | -1.7 | 1 | . | -1.6 | 3 | 28 | 17
COCCN(C(=O)CNC(=O)c1cccs1)C(C(=O)NC(C)(C)C)c1ccccc1 (centres undefined) | 0 | -11 | -1.9 | -2 | 1 | -4.4 | -31 | 41 | 9
CN(C)c1ccc(-c2noc(C3CCN(C(=O)Nc4ccc(Cl)cc4)CC3)n2)cc1 | -3 | 2 | -1.4 | 1 | -4 | -0.4 | -1 | -6 | .
O=C(Nc1ccccc1)Nc1ccccn1 | -9&-15 | 2&-9 | -3.4&-1.3 | -3 | -5 | -2.7&-1.4 | 3&-8 | -2&39 | 29&18
O=C1CC(Cc2ccc(Cl)cc2)C(=O)N1c1cc(Cl)ccn1 (centres undefined) | -6 | -9 | -1.3 | 8 | 7 | -1.7 | 3 | 32 | 3
CC(C)c1ccc(N(CC(=O)O)S(=O)(=O)c2cccnc2)cc1 | -4 | -20 | 4.1 | 7 | 4 | 0.1 | -11 | -2 | 3
CC(=O)Nc1ccc(C(=O)OCc2ccccc2Br)cc1 | -3 | 0 | -1.3 | 10 | 2 | -0.5 | -2 | 15 | 8
O=C1CCC(=O)N1CCc1c[nH]c2ccccc12 | -2 | 8 | -2.7 | -2 | 2 | -2.3 | 0 | 21 | 7
Cc1ccc2c(O)c(C)c(=O)[nH]c2n1 | 4 | -9 | -4.1 | 4 | -5 | 0.4 | -1 | 21 | 10
Cc1cccc(-n2c(CNC(=O)c3ccc(S(=O)(=O)N4CCCCC4)cc3)n[nH]c2=S)c1 | 0 | -3 | -3.8 | -1 | -2 | -1.8 | 11 | -56 | -13
CCOc1ccc(N(CC(=O)NC2CC2)S(=O)(=O)c2ccc(C)cc2)cc1 | -3 | -13 | -1.4 | 0 | 0 | -0.6 | -1 | 24 | 8
Cc1ccc(S(=O)(=O)N2CCCOC2CNC(=O)C(=O)NCCc2c[nH]c3ccccc23)cc1 (centres undefined) | -7 | -2 | -0.8 | 5 | -1 | -3.7 | 1 | 6 | 33
CC(C)c1ccc(/C=C/C(=O)NCCCc2ccccc2)cc1 | 0 | -1 | 0.9 | -4 | 8 | -1.6 | -19 | 30 | 6
O=C(/C=C/c1ccc(Cl)cc1Cl)c1nc2ccccc2[nH]1 | 6 | 9 | -1.1 | 4 | 5 | -2.2 | 1 | -77 | 21
Fc1ccc(-c2nc3c(-c4ccc(Cl)cc4)cnn3cc2CCN2CCOCC2)cc1 | -14 | 0 | -2.2 | 16 | -46 | -2.5 | 10 | 32 | -13
N#CC1(NC(=O)COC(=O)C23CC4CC(CC(O)(C4)C2)C3)CCCCC1 | -6 | 14 | -2.1 | 0 | 3 | -2.5 | 6 | 46 | 9
Clc1cc(Br)ccc1OCCOCCN1CCCC1 | -6 | 3 | -2.2 | -4 | 5 | -2.4 | 1 | 30 | -6
COCCCNC(=O)Cc1c(C)c2c(cc(C)c3c(C)c(C)oc32)oc1=O | -10 | -4 | 2.5 | . | 4 | -5.0 | 3 | 32 | 9
Cc1ccc(C(=O)CC(=O)c2ccccc2C)c(O)c1 | -17 | 1 | -4.7 | -1 | 1 | -2.2 | 2 | 37 | -8
CCOC(=O)c1[nH]c2ccccc2c1NC(=O)c1ccc(S(=O)(=O)N2CCOCC2)cc1 | -18 | -8 | -4.1 | 0 | 5 | -4.4 | 4 | -1 | 28
CCO[C@@H]1OC(C(=O)NCc2ccccc2)=C[C@H](c2coc3ccccc3c2=O)[C@H]1CCCO | -9 | -24 | -3.3 | 5 | -1 | -2.1 | 3 | 30 | -3
Cc1c(C)c2ccc(OCC(=O)Nc3ccccn3)cc2oc1=O | 9 | 3 | -2.7 | -3 | 3 | -1.1 | 1 | 40 | -2

More structures.
SMILES | GPR7 antag | pCIP destab | VIM-2 inhibitor | IDE inh | IDE act | IMP-1 inh | M18AAP inhibitor | PHOSPHO1 block | NALP1 inh
O=C(NCc1ccccc1)c1cccc(Br)n1 | -6 | 5 | -2.0 | -3 | 0 | -3.6 | 7 | -11 | 20
CCc1cccc(C)c1NC(=S)N(CCN(C)C)C(C)c1ccco1 (centres undefined) | -13 | 1 | -2.6 | -1 | 4 | -0.9 | 7 | 34 | .
O=C(O)c1cccnc1Cl | -6 | -13 | -0.6 | 2 | -4 | 1.7 | -1 | 1 | 18
Cc1ccc(S(=O)(=O)Cc2ccccc2Cl)cc1 | 12 | 0 | 0.7 | -1 | 2 | -2.2 | 4 | -6 | 31
COc1ccc(C(=O)OCCCOC(=O)c2ccc(OC)cc2OC)c(OC)c1 | 1 | -14 | -1.1 | 3 | 2 | -0.7 | -4 | 30 | 10
COCCCNC(=S)Nc1ccc(CC(=O)O)cc1 | -2 | -14 | -0.4 | 3 | 4 | -1.6 | -4 | -8 | 20
O=C1N(Cc2cccc(Cl)c2)C[C@@H]2C[C@@H](c3ccc4nonc4c3)N3CCC[C@@]123 | 16 | -8 | -0.6 | 2 | -1 | -2.2 | -15 | 3 | -8
CCOC(=O)C1CCN(CCC(=O)Nc2ccccc2Cl)CC1 | -16 | -5 | -1.2 | 6 | 3 | -3.1 | -2 | 4 | -69
Nc1ccc(OC(=O)Nc2ccc(O)cc2)cc1 | 15 | 0 | -2.2 | -2 | 1 | -3.4 | 14 | 27 | -9
NC(=O)c1cc2ccccc2o/c1=N/NC(=O)c1cccc(F)c1 | -6 | 4 | -3.9 | 8 | 2 | -3.2 | 17 | -11 | 3
COc1cc(OC)c(S(=O)(=O)Nc2ccc(C(=O)N3CCCC3)cc2)cc1NC(C)=O | -2 | -5 | -0.9 | -4 | -4 | -0.4 | 10 | 43 | -12
CC(=O)Nc1cc(C(=O)OCC(=O)c2ccccc2)ccc1C | -12 | 5 | -2.0 | 1 | 4 | -2.0 | 1 | -5 | 17
O=C(NCc1cccs1)C(=O)NCC(c1ccco1)N1CCN(c2ccc(F)cc2)CC1 (centres undefined) | -11 | 10 | 0.7 | -1 | 1 | -0.7 | -7 | 49 | 6
Cc1c(Nc2nc(-c3ccccc3)cs2)c(=O)n(-c2ccccc2)n1C | 2 | -4 | -0.7 | 0 | 3 | -3.2 | -6 | -3 | 22
O=C(NN1CCN(Cc2ccccc2)CC1)c1ccc(N2CCOCC2)c([N+](=O)[O-])c1 | -6 | 0 | 1.2 | 2 | 4 | -0.2 | 9 | 20 | -1
COc1ccccc1-c1c(-c2ccc(OCC(=O)NN)cc2O)n[nH]c1C(F)(F)F | -6 | -4 | -3.6 | 3 | -1 | -1.6 | 10 | 8 | 24
Cc1cccc(NC(=O)C2CCN(C(=O)c3ccco3)CC2)c1C | 4 | -8 | -4.2 | 4 | 6 | -3.0 | -5 | 26 | 12
CN(CC(=O)Nc1ccc(S(=O)(=O)N2CCCC2)cc1)Cc1ccc(Cl)c(Cl)c1 | -1 | -5 | 0.5 | 0 | -3 | -1.1 | -13 | -8 | 40
CC(C)Cn1c(N)c(C(=O)COC(=O)c2cccc(F)c2)c(=O)n(C)c1=O | 4 | 1 | -4.9 | . | -2 | -3.5 | -6 | -6 | 13
OC(COc1ccccc1)CN1C2=NCCCN2c2ccccc21 (centres undefined) | 12 | -1 | 0.1 | 0 | 4 | -1.4 | -12 | -10 | 11
Cc1cc(C(=O)NC2CCCc3ccccc32)c(C)o1 (centres undefined) | -2 | -16 | -3.3 | 3 | 8 | -1.8 | 2 | 17 | -12
Cc1cc(NC(=O)COC(=O)c2ccc(F)c(S(=O)(=O)N3CCOCC3)c2)no1 | -7 | -16 | -0.8 | 2 | 1 | -2.6 | -2 | 25 | 23
Fc1ccc(-c2cn3ccccc3n2)cc1 | 12 | 5 | 1.6 | 1 | -1 | 0.7 | 6 | 24 | 23
CCOC(=O)CN(C)C(=O)CCc1nnc(-c2ccsc2)o1 | -2 | -19 | -3.7 | 1 | -1 | -2.7 | 1 | -9 | -7
CCc1ccc(CN(C)C(=O)C2CCC(=O)N(CC3CCCCC3)C2)cc1 (centres undefined) | -7 | -13 | -1.8 | 8 | -16 | -3.2 | -1 | 29 | 2

Profiles from above. Order of screens: GPR7 antag, pCIP destab, VIM-2 inhibitor, IDE inh, IDE act, IMP-1 inh, M18AAP inhibitor, PHOSPHO1 block, NALP1 inh
Entry for COCCCNC(=S)Nc1ccc(CC(=O)O)cc1 : -2, -14, -0.4, 3, 4, -1.6, -4, -8, 20
Entry for O=C(O)c1cccnc1Cl : -6, -13, -0.6, 2, -4, 1.7, -1, 1, 18

Carrying on:
SMILES | GPR7 antag | pCIP destab | VIM-2 inhibitor | IDE inh | IDE act | IMP-1 inh | M18AAP inhibitor | PHOSPHO1 block | NALP1 inh
CC(C)(C)c1ccc(S(=O)(=O)Nc2ccc(Cc3ccncc3)cc2)cc1 | 9 | 2 | -2.9 | 2 | 2 | -3.9 | 2 | -8 | 24
CC(C)OC(=O)c1c(NC(=O)c2cnn3c2NC(c2ccccc2)CC3C(F)F)sc2c1CCCC2 (centres undefined) | 0 | -9 | -1.9 | 0 | . | -1.1 | -2 | -2 | 32
O=C(Nc1nnc(S(=O)(=O)N2CCOCC2)s1)c1ccccc1 | 1 | -2 | -4.4 | -2 | 5 | -4.0 | 4 | -19 | -8
Cc1c(C(=O)N/N=C/c2cccnc2)sc(N)c1C#N | -15 | -5 | 1.7 | . | -1 | -1.9 | 5 | 28 | 4
Cc1cc(NC(=O)CSc2nnnn2-c2ccccc2F)no1 | -15 | 0 | -2.7 | 4 | -1 | -3.0 | -5 | 0 | 6
CC(C)[C@H](NC(=O)Cc1ccccc1)C(=O)OCc1cc(=O)n2c(n1)sc1ccccc12 | -5 | 0 | 1.0 | 1 | -3 | -2.2 | -1 | 6 | 16
NC(N)=N/N=C/c1ccc(Cl)c(Cl)c1 | -15 | 3 | -2.2 | 0 | . | -3.3 | 3 | 27 | .
CCOC(=O)C1=C(CC)Nc2ccccc2N=C1NC(=O)c1cc(S(=O)(=O)N(C)C)ccc1Cl | -4 | -2 | -1.7 | 3 | 5 | -1.4 | 6 | -2 | -8
